# High-throughput results deposited in PubChem by National Center for Advancing Translational Sciences (NCATS).
# TR SRC2 fluor cs = Total Fluorescence Counterscreen for Inhibitors of the Interaction of Thyroid Hormone Receptor and Steroid Receptor Coregulator 2 | TRb/SRC2 Texas Red total fluorescence interference | Potency, µM (doses to about 106 µM), for inactives: at the top dose fluorescence change, negative = quenching | 280,000 compounds, 0.29% hits | AID 1479, 2009; active = well fitted curve in either direction with a large enough effect; inconclusive = small, poorly fitted or top-dose-only effect; also: % is scaled to controls: 0 for no effect and ±100 for the full control effect
#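 Human TRβ ligand-binding domain (0.6 uM) and Texas Red SRC2 peptide (20 nM) in Tris buffer with 1 uM T3 and 5% DMSO were incubated with pinned compound for 5 hr at ambient temperature. Total fluorescence was computed as S + 2P (555/632 nm).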
# LMNA splice mod = qHTS Assay for Modulators of Lamin A Splicing; Potency, µM (series often up to 46.1 µM), without a hit: at the highest dose ratio change, negative = inhibition, usual class: inhibitors; HeLa LMNA splicing GFP/RFP minigene ratio, 48 h; AID 1487, 2009; 200,000 compounds, 0.01% hits; active = well fitted inhibition curve with a large enough effect in the signal ratio, with a control signal flat, not every such curve was filed as active; inconclusive = small, poorly fitted or top-dose-only effect, or effect the other way, or a change in a side signal; the % refers to the signal ratio; also: % is scaled to controls: 0 for no effect and ±100 for the full control effect
#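 S3 HeLa cells stably expressing lamin A-EGFP splicing minigene plus DsRed2, 600 cells/well, 48 h compound exposure at 37C. Laser-scanning cytometry; analysed as GFP (500-530 nm)/RFP (575-640 nm) total intensity ratio; 0.5% DMSO vehicle.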
# KDM4E inh = qHTS Assay for Inhibitors of Human Jumonji Domain Containing 2E (JMJD2E); Lysine-specific demethylase 4E (Homo sapiens), B2RXH2; JMJD2E catalytic domain, FDH-coupled NADH fluorescence (FDH is formaldehyde dehydrogenase); Potency, µM (doses to about 57.1 µM), for the others: at the highest dose activity change, negative = inhibition, hits mostly inhibitors; 230,000 compounds, 1.6% hits; active = well fitted inhibition curve with a large enough effect, not every such curve was filed as active; inconclusive = small, poorly fitted or top-dose-only effect, or another doubt; inactive = no such curve, though single readings can be large or run the other way;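 also: 0% = wells with enzyme and -100% = buffer wells without enzyme; nearly all actives have a fitted effect of over 50% in size; many of its hits are not listed in these tables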
# TRb-SRC2 inh = qHTS for Inhibitors of the Interaction of Thyroid Hormone Receptor and Steroid Receptor Coregulator 2; Thyroid hormone receptor beta (Homo sapiens), P10828; TRbeta-SRC2 peptide binding, fluorescence polarization; receptor liganded with 1 µM T3; Potency, µM (series often up to 106 µM), for inactives: top-dose activity change, negative = inhibition, actives largely listed as inhibitors; 280,000 compounds, 0.065% hits;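 also: plate controls were bound peptide for no effect and peptide without receptor for full effect; nearly all actives have a fitted effect of over 50% in size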
# Target sequence (P10828 whole entry, looked up): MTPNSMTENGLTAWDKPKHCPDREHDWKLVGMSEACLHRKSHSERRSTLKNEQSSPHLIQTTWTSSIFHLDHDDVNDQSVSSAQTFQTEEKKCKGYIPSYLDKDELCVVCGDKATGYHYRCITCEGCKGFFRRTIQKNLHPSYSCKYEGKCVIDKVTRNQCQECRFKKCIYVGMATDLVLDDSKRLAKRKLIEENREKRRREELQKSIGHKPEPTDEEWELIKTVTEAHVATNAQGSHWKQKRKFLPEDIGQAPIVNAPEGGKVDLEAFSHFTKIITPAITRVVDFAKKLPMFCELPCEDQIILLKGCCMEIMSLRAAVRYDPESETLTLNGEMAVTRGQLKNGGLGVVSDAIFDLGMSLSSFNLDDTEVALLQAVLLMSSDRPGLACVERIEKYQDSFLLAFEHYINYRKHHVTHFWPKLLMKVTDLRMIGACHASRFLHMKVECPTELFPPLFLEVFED
#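 A fluorescence polarization screen tested compounds at multiple concentrations against complex formation between 0.6 uM TRb ligand-binding domain and 20 nM Texas Red SRC2 peptide, with 1 uM T3 present; readout after 5 hr.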
# SMN2 splice up = qHTS Assay for Enhancers of SMN2 Splice Variant Expression; 210,000 compounds, 2.8% hits; HEK293 SMN2-luciferase splicing reporter, luminescence, 30-36 h; Potency, µM (highest dose often 46.1 µM), for the others: top-dose activity change, positive = activation, actives largely listed as activators; also: % of control where 0% means no effect; nearly all actives have a fitted effect of over 55% in size
#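 HEK293 cells carry an SMN2 minigene-luciferase reporter in which exon 7 inclusion puts luciferase in frame. Cells were seeded at 2000 cells/well, attached for 10-12 hours, then exposed to compounds for 30-36 hours at 37C before ONE-Glo luminescence.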
# ALDH1A1 block = qHTS Assay for Inhibitors of Aldehyde Dehydrogenase 1 (ALDH1A1); Aldehyde dehydrogenase 1A1 (Homo sapiens), P00352; Purified ALDH1A1, NADH fluorescence, propionaldehyde substrate; Potency, µM (series often up to 75.3 µM), inactives show at the top dose activity, negative = inhibition, usual class: inhibitors; 220,000 compounds, 7.3% hits; AID 1030, 2008; active = well fitted inhibition curve with a large enough effect, not every such curve was filed as active; inconclusive = small, poorly fitted or top-dose-only effect, or another doubt; inactive = no such curve, though single readings can be large or run the other way;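 also: plate controls were no enzyme wells and a reference inhibitor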
# Target sequence (P00352 whole entry, looked up): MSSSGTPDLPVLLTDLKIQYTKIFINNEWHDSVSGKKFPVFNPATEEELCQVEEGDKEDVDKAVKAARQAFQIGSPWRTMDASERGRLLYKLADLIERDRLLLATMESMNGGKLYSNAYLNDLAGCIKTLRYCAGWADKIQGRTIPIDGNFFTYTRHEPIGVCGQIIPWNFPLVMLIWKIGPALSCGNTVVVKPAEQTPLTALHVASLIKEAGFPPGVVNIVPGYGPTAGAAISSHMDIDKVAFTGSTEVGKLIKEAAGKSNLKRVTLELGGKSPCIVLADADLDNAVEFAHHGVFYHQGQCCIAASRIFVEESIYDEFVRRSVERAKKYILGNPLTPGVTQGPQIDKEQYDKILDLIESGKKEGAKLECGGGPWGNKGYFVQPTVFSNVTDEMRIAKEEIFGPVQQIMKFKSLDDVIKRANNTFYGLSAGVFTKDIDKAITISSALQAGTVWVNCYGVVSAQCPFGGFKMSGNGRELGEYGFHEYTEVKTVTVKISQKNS
# RECQ1 inh = qHTS Assay for Inhibitors of RecQ-Like Dna Helicase 1 (RECQ1); ATP-dependent DNA helicase Q1 (Homo sapiens), P46063; RECQ1 DNA unwinding, red fluorescence kinetic read; Potency, µM (doses to about 57.3 µM), inactives show at the top dose activity, negative = inhibition, usual class: inhibitors; 240,000 compounds, 0.54% hits; AID 2549, 2010;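 also: plate controls were vehicle for no effect and no enzyme for full effect; nearly all actives have a fitted effect of over 30% in size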
#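 RECQ1T1 50 nM; forked duplex (20 bp + 30-nt ss tails) 200 nM, ATP 2 mM final; pH 8.0, 2 mM MgCl2, 2.5 ug/ml poly(dI-dC); 15 min compound preincubation; discontinuous kinetic read over 2 h at RT.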
# GoLoco inh red = qHTS Assay for Inhibitors of RGS12 GoLoco Motif Activity (Red Fluorophore). Guanine nucleotide-binding protein G(i) subunit alpha-1 (Homo sapiens), P63096. Gai1:RGS12 GoLoco peptide FP, rhodamine, 10 min. Potency, µM (doses to about 61.6 µM), for inactives: at the highest dose activity, negative = inhibition, actives largely listed as inhibitors. 230,000 compounds, 0.44% hits; active = well fitted inhibition curve with a large enough effect, not every such curve was filed as active; inactive = no such curve, though single readings can be large or run the other way; also: % is scaled to controls: 0 for no effect and ±100 for the full control effect; nearly all actives have a fitted effect of over 30% in size; many of its hits are not listed in these tables
# An asterisk follows results filed as active; i = inactive; u = inconclusive; x = not tested or not shown; [ ] = dose if it differs, or a comment. Unless noted, calls follow the shape of the dose curve; as a rule, active = well fitted curve in the direction sought with a large enough effect; inconclusive = small, poorly fitted or top-dose-only effect, or another doubt; inactive = no such curve, though single readings can be large; an effect the other way counts as inactive or inconclusive. Potency is read from the fitted curve at half-maximal effect.
# Sample of the layout, three compounds:
Structure | TR SRC2 fluor cs | SMN2 splice up | GoLoco inh red | LMNA splice mod | RECQ1 inh | TRb-SRC2 inh | ALDH1A1 block | KDM4E inh
CN(CCCC(=O)NC1CC(C)(C)NC(C)(C)C1)S(=O)(=O)c1ccc([N+](=O)[O-])cc1 | -2% | 2% | -5% | -3%[46 µM] | i | 4% | -2% | 5%
COc1ccc(C)cc1-n1nnnc1SCn1nnc2ccccc2c1=O | 0% | -44%[inhibitor] | 0% | -18% | -2% | -9% | 18µM* | 0%
COc1ccc(C)cc1NC(=S)NNC(=O)c1c(Br)cnn1C | -3% | -9% | 23% | 11%[46 µM] | i | 5% | u | -5%

# The list itself, from the start:
Structure | TR SRC2 fluor cs | SMN2 splice up | GoLoco inh red | LMNA splice mod | RECQ1 inh | TRb-SRC2 inh | ALDH1A1 block | KDM4E inh
CN(CCCC(=O)NC1CC(C)(C)NC(C)(C)C1)S(=O)(=O)c1ccc([N+](=O)[O-])cc1 | -2% | 2% | -5% | -3%[46 µM] | i | 4% | -2% | 5%
COc1ccc(C)cc1-n1nnnc1SCn1nnc2ccccc2c1=O | 0% | -44%[inhibitor] | 0% | -18% | -2% | -9% | 18µM* | 0%
COc1ccc(C)cc1NC(=S)NNC(=O)c1c(Br)cnn1C | -3% | -9% | 23% | 11%[46 µM] | i | 5% | u | -5%
COc1ccc(Nc2nc(N3CCCCC3)nc3ccccc23)c(OC)c1 | -1% | -13% | 3% | u | -11% | -9% | 1% | u
Cc1nc2c(C)cccc2cc1C(=O)N/N=C/c1cccc([N+](=O)[O-])c1 | -1% | -5% | -1% | u | -11% | -5% | -13% | 6%
COc1ccc(-c2nc3c4ccccc4ccn3c2CN2CCCCC2)cc1 | -2% | 4% | 4% | u | i | -3% | u | u
Cc1cc(C)nc(NS(=O)(=O)c2ccc(NC(=O)c3cccc(N4C(=O)CCC4=O)c3)cc2)n1 | 1% | -6% | 4% | -18% | -12% | -12% | -4% | 1%
COc1ccc2cc(CN(CCc3ccccc3)Cc3nnnn3CC3CCCO3)c(=O)[nH]c2c1 (stereo not given) | -2% | -7% | 1% | 9% | i | -18% | 0.28µM* | u
COc1ccc(NS(=O)(=O)c2ccc(S(=O)(=O)N(C)C)cc2)cc1S(N)(=O)=O | -4% | 13% | 6% | -9%[46 µM] | i | 1% | u | -8%
COc1ccc(NC(=O)OCCn2c([N+](=O)[O-])cnc2C)cc1 | -2% | -10% | -1% | -12% | -7% | 0% | -4% | -3%

# Single entries from the list.
# `COc1ccc(Nc2nc(N3CCCCC3)nc3ccccc23)c(OC)c1` – ALDH1A1 block: 1%
# `COc1ccc(C)cc1-n1nnnc1SCn1nnc2ccccc2c1=O` – RECQ1 inh: -2%
# `Cc1nc2c(C)cccc2cc1C(=O)N/N=C/c1cccc([N+](=O)[O-])c1` – TR SRC2 fluor cs: -1%
# `COc1ccc(C)cc1NC(=S)NNC(=O)c1c(Br)cnn1C` – LMNA splice mod: 11%[46 µM]

# (listing goes on)
Structure | TR SRC2 fluor cs | SMN2 splice up | GoLoco inh red | LMNA splice mod | RECQ1 inh | TRb-SRC2 inh | ALDH1A1 block | KDM4E inh
CC(=O)Nc1sc2c(c1C(c1cccc(F)c1)N1CCN(CCO)CC1)CCCC2 (stereo not given) | 1% | 26% | 3% | x | i | 0% | -5% | 12%
O=C(CCN1C(=O)/C(=C/c2ccc(F)cc2)SC1=S)NNC(=O)c1ccncc1 | -1% | -2% | 3% | -10%[46 µM] | i | 9% | 2% | -3%
Cc1ccc(CN(Cc2ccco2)C(=S)NCC(=O)NC2CC2)cc1 | 1% | 8% | 4% | x | 1% | -3% | u | 1%
COC(=O)C(NC(C)=O)(Nc1ccccc1)C(=O)OC | -5% | x | 6% | 6% | i | 5% | 9% | 0%
COCC(=O)Nc1nc2ccccc2s1 | 2% | 20% | 7% | 16% | i | -6% | 16% | 13%
CCOCCCNC(=O)COC(=O)/C=C/c1ccc(S(=O)(=O)N2CCc3ccccc32)cc1 | -1% | 4% | 3% | -9%[46 µM] | i | -1% | 7.9µM* | -18%
Cc1ccc(-c2nc(-c3ccccn3)sc2CC(=O)O)cc1 | -2% | x | 8% | x | 13% | 6% | x | u
O=C1CC(c2ccccc2)CC(=NCCO)/C1=C(\O)CCCN1C(=O)c2ccccc2C1=O (stereo not given) | -3% | 38% | 10% | x | -2% | -12% | u | 1%
COC(=O)c1c(NC(=O)COC(=O)c2ccc(Cl)cc2[N+](=O)[O-])sc2c1CCCCC2 | -3% | 2% | 9% | -8% | -10% | -3% | 1% | -9%
CC(C)[C@H](NC(=O)c1ccco1)C(=O)OCc1cc(=O)n2c(n1)sc1ccccc12 | -6% | x | 7% | x | u | 1% | u | u
CCOP(=O)(OCC)C(C#N)=C1SCN(c2ccc(Cl)cc2)CS1 | 2% | 2% | -6% | 6% | u | -4% | -10% | 2%
Clc1ccc(-c2csc3ncnc(NCCN4CCOCC4)c23)cc1 | -2% | -16% | 10% | 10% | -12% | -2% | 17% | 4%
O=C(c1ccc(NS(=O)(=O)c2ccc3c(c2)OCCO3)cc1)N1CCCCC1 | 0% | x | 5% | x | -3% | -1% | x | -3%
Cc1ccccc1S(=O)(=O)Cc1ccc(C(=O)NCCCOC(C)C)o1 | -2% | -14% | 2% | 5% | 0% | 3% | u | -1%
CCCCC(C=O)NC(=O)C(CC(C)C)NC(=O)OCc1ccccc1 (stereo not given) | 0% | x | 3% | x | -5% | 1% | 0% | 3%
COc1ccccc1NC(=O)c1cc2ccc(O)cc2o/c1=N\O | -19% | 10% | 4% | u | -18% | 15% | -9% | u
COC(=O)c1ccccc1Oc1nc(Cl)cc(OC)n1 | 0% | -27% | -2% | -5% | 0% | -1% | u | 2%
Cc1cc(C)c(S(N)(=O)=O)c(C)c1N(C)S(=O)(=O)c1ccccc1 | -2% | -2% | 12% | 10%[46 µM] | i | 1% | 0% | 5%
CC(=O)Nc1ccc2nc(SCC(=O)Nc3ccc(N4CCOCC4)c(Cl)c3)sc2c1 | -4% | u | -10% | -4%[0.0737 µM] | 1% | -5% | u | u
Cc1c(CCO)c(=O)n(-c2ccccc2)n1S(=O)(=O)c1ccc(Cl)cc1 | 1% | -5% | 7% | 2% | 6% | -8% | -12% | -7%
COc1cccc(C2C3=C(Nc4[nH]n(-c5ccccc5)c(=O)c42)c2ccccc2C3=O)c1 (stereo not given) | -17% | 1% | 25% | -11% | -12% | 4% | 20µM* | 7%
CC(=O)c1c(N2CCOCC2)nc(=S)n(-c2cc(C)ccc2C)c1C | -1% | 6% | 0% | -2% | i | -1% | 1% | 5%
C=CCN(CC=C)C(=O)Nc1cc(Cl)ccc1OC | -2% | -15% | 6% | 10% | -11% | -3% | u | 1%
CCO/C=C/C(O)(CNC(=O)c1ccc(C(C)(C)C)cc1)C(F)(F)F (stereo not given) | -6% | -58%[inhibitor] | 7% | u | 5% | -5% | -7% | 4%
CCC(Sc1nc2ccccc2o1)C(=O)Nc1nnc(C)s1 (stereo not given) | -1% | 4% | -5% | -17% | 2% | 0% | 2% | 4%
O=C(NC1CCCCC1)C(c1ccco1)N(Cc1cccnc1)C(=O)C1COc2ccccc2O1 (stereo not given) | 1% | -14% | 7% | -6% | -13% | 4% | 3% | 4%
COc1cc2c(cc1NC(=O)COC(=O)Cn1cnc3ccccc31)oc1ccccc12 | -7% | 24% | -3% | u | -25% | 1% | 11µM* | u
CCOC(=O)c1ccc(N/C(=N\S(=O)(=O)c2ccc(F)cc2F)c2ccccc2)cc1 | 6% | 14% | 4% | 11% | -5% | -2% | -1% | 0%
Cc1sc2ncnc(SCC(=O)N(C)C3CCS(=O)(=O)C3)c2c1C (stereo not given) | 3% | -5% | 0% | x | -3% | 6% | -5% | 5%
CC(C)CC(C(=O)OCC(=O)c1c(N)n(C)c(=O)n(C)c1=O)N1C(=O)C2CC=CCC2C1=O (stereo not given) | -5% | -3% | -1% | 0%[46 µM] | -2% | -4% | 3% | -10%
c1ccc2nc(SCc3cn4ccccc4n3)cnc2c1 | 3% | u | 1% | x | -12% | -3% | -7% | 1%
CC(=O)Nc1sc2c(c1C#N)CCC2 | 1% | 9% | 8% | 13%[46 µM] | -6% | 1% | -1% | 1%
Cc1ccc(OCCN(C)C(=O)CC2C(=O)NCCN2CC(C)(C)C)cc1 (stereo not given) | 2% | x | 15% | 16%[46 µM] | i | 6% | u | u
COC(=O)c1c(NC(NC(=O)C(C)(C)C)C(Cl)(Cl)Cl)sc2c1CCC2 (stereo not given) | -3% | 0% | 7% | 3% | -14% | 2% | u | -6%
O=C(O)C1C2C=CC(C2)C1C(=O)NCCc1ccccc1 (stereo not given) | 1% | 29% | -4% | 2% | 1% | 5% | -4% | -1%
CC1CCN(c2c([N+](=O)[O-])c(=O)oc3ccccc23)CC1 | -8% | -7% | -24% | 6% | -8% | 0% | -5% | -8%
c1cncc(-c2cc(-n3ccnc3)ncn2)c1 | x | x | -1% | 0% | i | x | -12% | x
CC(OC(=O)C1=Cc2ccccc2OC1)C(=O)NCc1ccco1 (stereo not given) | -5% | -3% | 7% | -2%[46 µM] | i | 0% | u | u
NC(=O)CNc1ncc(C(F)(F)F)cc1Cl | -7% | 5% | 4% | 11%[46 µM] | -5% | 3% | -2% | 2%

# An excerpt (hit frequency here may not be typical).
